Assay outcomes (PubChem BioAssay)
Peg3 promoter: Peg3 promoter-driven luciferase inhibitors, primary screen, cell-based, HeLa, luciferase luminescence; inhibition, % at 20 µM; actives 1.7% (n = 360,000); HeLa PEG-Prom luciferase reporter, overnight;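 active means inhibition of at least 50% at 20 µM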
KKLEB cytotox: cytotoxicity in KKLEB CF airway cells, primary screen, cytotoxicity control for CF NF-kB inhibitor project, cell-based, uHTS, fluorescence assay plates | KKLEB CF airway cells viability, ATPlite luminescence, overnight; hits give low values; cells stimulated with P. aeruginosa culture filtrate | activity change (cytotoxicity), % at 5 µM | actives 0.36% (n = 360,000) | AID 602141, 2011;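 active means corrected activity change at or below -50% at 5 µM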
HIF-2a block: HIF-2a reporter inhibitors, primary screen, luminescence, 786-0 RCC cells | actives 0.72% (n = 360,000) | AID 624352, 2012 | inhibition, % at 18.8 µM | 786-0 RCC cells HIF-2a reporter, luciferase luminescence, overnight;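 active means inhibition of the luminescence signal of 40% or more relative to plate controls, in a single-dose primary screen at 18.75 µM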
CF NFkB inh: inhibitors of PAF-induced NF-kB signaling, primary screen, cell-based, GFP fluorescence, uHTS; KKLEB NF-kB-GFP reporter, GFP fluorescence overnight; inhibition, % at 5 µM; actives 0.86% (n = 360,000); AID 588850, 2011;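 active means at least 50% inhibition at 5 µM, scaled per plate between neutral and stimulator controls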;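 further: PAF is a Pseudomonas aeruginosa culture filtrate used as stimulus; plate controls were PAF-stimulated DMSO wells for no effect and unstimulated DMSO wells for full effect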
NR2E3 ag-1: inhibitors of NR2E3-RetCOR corepressor binding, primary screen, NR2E3 agonist project, biochemical, TR-FRET, GST-NR2E3, biotin-RetCOR | Photoreceptor-specific nuclear receptor (Homo sapiens), Q9Y5X4 | 1536-well | inhibition of corepressor binding, % at 4.78 µM | actives 0.12% (n = 320,000) | AID 2300, 2010;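 active means percent inhibition above the cutoff of mean plus 3 SD of all tested compounds, set per screening campaign, cut at about 20% in these data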;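 further: 0% = DMSO wells and 100% = biotin wells as full block of FRET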
Target sequence (Q9Y5X4 whole entry, looked up): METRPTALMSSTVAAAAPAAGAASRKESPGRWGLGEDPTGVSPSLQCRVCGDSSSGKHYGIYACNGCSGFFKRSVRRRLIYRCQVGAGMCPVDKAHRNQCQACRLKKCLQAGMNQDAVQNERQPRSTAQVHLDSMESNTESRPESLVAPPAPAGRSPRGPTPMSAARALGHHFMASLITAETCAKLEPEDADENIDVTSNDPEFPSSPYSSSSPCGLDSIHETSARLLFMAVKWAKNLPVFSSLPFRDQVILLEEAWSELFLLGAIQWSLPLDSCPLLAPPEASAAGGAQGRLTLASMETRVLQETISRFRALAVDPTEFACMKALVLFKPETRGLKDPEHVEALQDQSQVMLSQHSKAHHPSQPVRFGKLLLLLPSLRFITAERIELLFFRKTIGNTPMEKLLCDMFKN
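Material: NR2E3–RetCOR corepressor complex / Incubation: Compound–protein incubation for 5 h at 4 °C / Dosing: compound at 4.8 µM, single dose / Detection: time-resolved FRET / Benchmarks: high control biotin, low control 0.6% DMSO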
TWEAK-Fn14 inh: inhibitors of TWEAK-Fn14 signaling, primary screen, luciferase reporter cells, uHTS; TWEAK-stimulated Fn14 reporter cells, luciferase luminescence, 8 h; inhibition, % at 10 µM; actives 2% (n = 360,000); AID 1159606, 2016; in the data active means inhibition above about 50%
Shn3 inh set2: reduction of Shn3 3'UTR firefly luciferase signal, primary screen, Schnurri-3 inhibitor project, cell-based, Clone20 osteoblasts, set 2 | Clone20 osteoblast Shn3 3'UTR firefly luciferase, 24 h | inhibition, % at 12.5 µM | actives 0.52% (n = 360,000);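 active means mean inhibition of at least 75% with every replicate also reaching 75%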;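 further: 0% = median of neutral control wells and 100% = pilot-screen positive control compound; some compounds past the cut are filed as inactive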
aDG glyco act: activators of alpha-DG glycosylation, primary screen, uHTS, Pro5-aDG cells, AlphaScreen; alpha-DG glycosylation AlphaScreen (IIH6); 0% Pro5, 100% B10-LARGE cell signal; activation, % at 10 µM; actives 0.22% (n = 360,000); AID 624168, 2012;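 active means activation of at least 8% versus controls, or a plate z-score of at least 8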;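 further: Pro5 are CHO cells carrying HIG-tagged alpha-DG that lacks glycosylation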
iPSC survival up: enhancers of single-cell hiPSC survival, primary screen, ATPlite luminescence; 100% = ROCK inhibitor wells, 0% = DMSO; survival enhancement, % at 20 µM; actives 0.044% (n = 360,000); in the data active means survival enhancement above about 18%;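 further: cells exposed to compounds for 16 hours before the ATP read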
NR2E3 ag-2: NR2E3 agonists in two-hybrid cells, primary screen, cell-based, luminescence, CHO-S, Gal4-NCOR/VP16-NR2E3. Photoreceptor-specific nuclear receptor (Homo sapiens), Q9Y5X4. luciferase. inhibition of corepressor binding, % at 3.98 µM. actives 0.35% (n = 360,000). AID 602229, 2012;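 active means inhibition above the mean of all tested compounds plus 3 SD, cut at about 70% in these data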;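 further: 0% = DMSO with NR2E3 transfected cells and 100% = cells lacking NR2E3 construct; higher means lower luciferase signal from less NR2E3 corepressor binding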
MITF TRPM1 inh: inhibitors of MITF-dependent TRPM1 promoter reporter, primary screen, cell-based, SK-MEL-5, single point, luciferase. SK-MEL-5 TRPM1 promoter luciferase, 24 h. inhibition, % at 12.5 µM. actives 0.83% (n = 330,000). AID 488899, 2010;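 active means mean inhibition across replicates of 60% or more, whatever share of single replicates reaches that level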; further: values of inactives mirror those of a sister screen read the other way
* = called active by the depositor; x = no result given.

No.	SMILES	MITF TRPM1 inh	TWEAK-Fn14 inh	iPSC survival up	KKLEB cytotox	HIF-2a block	Shn3 inh set2	aDG glyco act	NR2E3 ag-2	Peg3 promoter	CF NFkB inh	NR2E3 ag-1
1	COc1ccc(-n2c(CN3CCN(c4ccccc4)CC3)nc3ccc([N+](=O)[O-])cc3c2=O)c(OC)c1	1	-11	0.5	-1	-10	0	-0.1	-14	28	8	-1
2	CC(NC(=O)c1ccc(Cl)cc1)C1CC2CCC1C2 (centres undefined)	-1	-5	0.4	2	-4	2	0.0	-3	-6	8	-2
3	Cc1occc1C(=O)Nc1ccc2c(c1)CCC2	-50	-26	11	-2	-403	-129	0.0	-102	-285	-4	0
4	Clc1ccc(OCCCN2CCCC2)cc1Cl	-9	12	-0.3	-4	-11	1	0.3	15	-20	-10	-1
5	C/C(=N\Nc1cc(N2CCOCC2)ncn1)c1ccc(O)cc1	-39	-17	-0.6	-27	-23	-3	0.0	41	-77	21	1
6	CCOC(=O)C1=C(COC(=O)CNC(=O)c2ccc(Cl)cc2Cl)NC(=O)NC1C (centres undefined)	2	-13	0.3	8	-13	-16	-0.3	-3	-19	-3	-3
7	Cc1ccc(C)c(Cn2c(C(C)O)nc3ccccc32)c1 (centres undefined)	3	8	2.7	-4	17	17	0.4	-9	21	3	3
8	CCC(C)NCCOCCOc1ccc(Cl)cc1Br (centres undefined)	-11	4	0.0	-8	-7	-1	3.3	-23	3	9	0
9	O=C(/C=C(/c1ccc(Cl)cc1)n1cncn1)c1ccccc1	8	-5	-0.6	-14	-17	-9	-0.1	-27	-4	9	0
10	COc1ccc(Cc2nnn(CC(=O)O)n2)cc1	6	-10	0.1	5	11	0	-0.2	-25	4	-18	1
11	CC(=O)Oc1ccc2c(=O)c(-c3nc4ccccc4s3)coc2c1	-6	83*	-0.7	-8	-35	-29	-0.5	-144	-73	-30	-1
12	NS(=O)(=O)c1ccc(S(=O)(=O)N2CCN(C3CCCC3)CC2)cc1	-2	10	0.1	-22	12	16	0.1	-1	-3	5	-1
13	COc1ccc(Cl)cc1NC(=O)COC(=O)c1ccc(Cl)nc1	14	5	-0.3	2	6	-2	0.2	-5	8	17	-3
14	Cc1ccc(OCc2n[nH]c(=S)n2-c2ccccc2)cc1C	-8	0	-0.1	0	6	-22	0.1	-26	-8	-2	2
15	CCOc1cccc(Oc2ncccc2C(=O)/C(C#N)=C/N(C)C)c1	0	7	0.2	10	6	7	-0.5	-13	-12	-10	1

From entry 9 to 15, as listed above:
No.	SMILES	MITF TRPM1 inh	TWEAK-Fn14 inh	iPSC survival up	KKLEB cytotox	HIF-2a block	Shn3 inh set2	aDG glyco act	NR2E3 ag-2	Peg3 promoter	CF NFkB inh	NR2E3 ag-1
9	O=C(/C=C(/c1ccc(Cl)cc1)n1cncn1)c1ccccc1	8	-5	-0.6	-14	-17	-9	-0.1	-27	-4	9	0
10	COc1ccc(Cc2nnn(CC(=O)O)n2)cc1	6	-10	0.1	5	11	0	-0.2	-25	4	-18	1
11	CC(=O)Oc1ccc2c(=O)c(-c3nc4ccccc4s3)coc2c1	-6	83*	-0.7	-8	-35	-29	-0.5	-144	-73	-30	-1
12	NS(=O)(=O)c1ccc(S(=O)(=O)N2CCN(C3CCCC3)CC2)cc1	-2	10	0.1	-22	12	16	0.1	-1	-3	5	-1
13	COc1ccc(Cl)cc1NC(=O)COC(=O)c1ccc(Cl)nc1	14	5	-0.3	2	6	-2	0.2	-5	8	17	-3
14	Cc1ccc(OCc2n[nH]c(=S)n2-c2ccccc2)cc1C	-8	0	-0.1	0	6	-22	0.1	-26	-8	-2	2
15	CCOc1cccc(Oc2ncccc2C(=O)/C(C#N)=C/N(C)C)c1	0	7	0.2	10	6	7	-0.5	-13	-12	-10	1

Next section:
No.	SMILES	MITF TRPM1 inh	TWEAK-Fn14 inh	iPSC survival up	KKLEB cytotox	HIF-2a block	Shn3 inh set2	aDG glyco act	NR2E3 ag-2	Peg3 promoter	CF NFkB inh	NR2E3 ag-1
16	O=C(CNc1ccccc1N1CCCC1=O)Nc1cc(C(F)(F)F)ccc1-n1cncn1	1	2	-0.4	-30	12	5	0.3	-6	-1	4	x
17	O=C(NCCc1cccc(Cl)c1)c1ccc(OC2CCN(Cc3ccccn3)CC2)cc1	47	82*	-0.6	-8	13	13	3.5	15	-17	16	x
18	CN(CC(=O)Nc1ccccc1C(F)(F)F)Cc1c(O)ccc2ccccc12	32	24	0.1	0	17	-15	0.2	-18	1	1	0
19	Cc1ccc(NC(=O)C2CCN(S(=O)(=O)c3ccc4c(c3)NC(=O)C(C)S4)CC2)cc1C (centres undefined)	10	30	-0.6	15	-14	88*	1.5	74*	-19	-4	0
20	COc1ccc(NC(=O)C(Sc2nnc(-c3ccncc3)n2-c2ccccc2C)c2ccccc2)cc1Cl (centres undefined)	4	1	5.0	-29	8	-10	0.4	14	11	-9	2
21	Cc1ccc(Cl)cc1C1=CC(=O)C[C@H](c2ccc(F)cc2)C1	-4	-8	3.8	-12	-12	-7	0.2	-3	11	24	-3
22	CN(CC(=O)Nc1cccc(F)c1)C(=O)c1cc2c(s1)CCCCC2	-3	-3	0.0	11	3	-10	0.3	38	-4	-27	-1
23	COc1ccc(-c2ccc(N3C(c4cc(OC)cc(OC)c4)=Cc4ccc(OC)cc4C3CC(C)=O)cc2)cc1 (centres undefined)	x	6	-1.1	x	-75	x	-0.2	-23	x	x	x
24	Cc1cc(-c2ccccc2)nc(Cl)c1C#N	17	5	-1.9	-15	-14	3	0.3	-44	18	-8	0
25	CC1(C)NC(=O)N(CCSc2ccc(Cl)cc2)C1=O	-16	-6	-0.8	8	4	-4	0.4	3	7	-1	-2
26	COc1ccc(NN=Nc2ccc([N+](=O)[O-])cc2)cc1	-99	-8	0.0	3	-342	-123	-0.2	-25	-349	-1	x
27	CC1=NN(c2ccccc2)C(=O)/C1=C\c1cn(CCC#N)nc1-c1ccc(Cl)cc1	2	-5	-2.0	-11	15	0	0.0	0	25	3	5
28	COc1ccc(CN(Cc2ccncc2)C(=O)CCC(=O)O)cc1	11	-16	-1.9	-4	11	-6	-0.3	-15	8	-17	5
29	COc1ccc(C(=O)OCC(=O)Nc2cccc(S(=O)(=O)N3CCCCCC3)c2)cc1[N+](=O)[O-]	-5	1	0.4	3	13	-2	-0.2	0	5	-16	x
30	O=C1CCCN1CN(C(=O)c1ccc2c(c1)OCO2)c1ccc(F)cc1	-5	10	-3.5	10	-4	-12	1.9	-7	-1	-2	1
31	COc1ccc2nc(NC(=O)CN3C(=O)NC4(CCCC4)C3=O)sc2c1	-27	4	0.0	-3	-22	1	-0.1	-24	-34	3	4
32	CCOc1c(OC)cccc1C1CC(=O)Nc2cc3c(cc21)OCCO3 (centres undefined)	x	8	0.2	-24	10	3	0.1	-11	37	17	2
33	O=C(CN1C(=O)NC2(CCCCC2)C1=O)N(Cc1ccco1)Cc1cccs1	-12	11	-0.6	7	19	-3	0.1	-17	9	0	-6
34	CC(OC(=O)c1cccc(S(=O)(=O)N2CCN(C)CC2)c1)C(=O)Nc1ccc(C(N)=O)cc1 (centres undefined)	5	-3	21*	-5	9	1	-0.1	-18	-1	-12	3
35	CCSc1nnc(NC(=O)C(CC)(C(F)(F)F)C(F)(F)F)s1	2	-14	-1.8	-2	11	27	0.5	70	33	20	3
36	C[C@]1(CC/C(=C/CO)CO)[C@H](C=O)CC[C@@]23COC(=O)C2=CCC[C@@H]31	x	-25	1.7	-8	18	-3	0.1	5	-2	-19	x
37	CCOCCCNC(=O)C1c2ccccc2C(=O)N2CCc3ccccc3C12 (centres undefined)	13	21	1.6	18	8	-12	0.0	8	11	-11	2
38	CC(C)N=C(NS(=O)(=O)c1cccs1)c1ccccc1	-7	9	-0.5	4	14	4	0.0	-9	1	-3	5
39	CCOCCCNC(=O)C(c1ccc(C)cc1)N(Cc1cccs1)C(=O)CNC(C)=O (centres undefined)	-6	5	0.7	3	16	-5	-0.3	-2	5	-24	0
40	COc1ccc(CNC(=O)[C@H](C)N2C(=O)N3CCc4c([nH]c5ccc(OC)cc45)[C@@]3(C)C2=O)cc1	12	20	2.6	0	11	26	-0.3	-25	-7	-6	3
41	S=c1[nH]nc(-c2cc(-c3ccccc3)n[nH]2)n1/N=C/c1ccc(Cl)cc1	4	-26	1.0	26	11	-35	-0.1	-5	6	-21	0
